CF NFkB inh: inhibitors of PAF-induced NF-kB signaling, primary screen, cell-based, GFP fluorescence, uHTS; KKLEB NF-kB-GFP reporter, GFP fluorescence overnight; inhibition, % at 5 µM; actives 0.86% (n = 360,000); AID 588850, 2011;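 active = at least 50% inhibition at 5 µM, scaled per plate between neutral and stimulator controls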;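 note: PAF is a Pseudomonas aeruginosa culture filtrate used as stimulus; plate controls were PAF-stimulated DMSO wells for no effect and unstimulated DMSO wells for full effect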
C8 TRAIL sens: viability loss with TRAIL in NB7+C8 cells, primary screen, TRAIL sensitizer project, cell-based, ATPlite luminescence; inhibition (viability loss, TRAIL sensitization), % at 10 µM; actives 1% (n = 360,000); AID 624354, 2012;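 active = compounds causing at least 50% loss of cell viability in the single-dose screen, relative to plate controls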
TWEAK-Fn14 inh: inhibitors of TWEAK-Fn14 signaling, primary screen, luciferase reporter cells, uHTS; TWEAK-stimulated Fn14 reporter cells, luciferase luminescence, 8 h; inhibition, % at 10 µM; actives 2% (n = 360,000); in the data active = inhibition above about 50%
NR2E3 ag-1: inhibitors of NR2E3-RetCOR corepressor binding, primary screen, NR2E3 agonist project, biochemical, TR-FRET, GST-NR2E3, biotin-RetCOR; 1536-well; inhibition of corepressor binding, % at 4.78 µM; actives 0.12% (n = 320,000); AID 2300, 2010;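 active = percent inhibition above the cutoff of mean plus 3 SD of all tested compounds, set per screening campaign, cut at about 20% in these data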;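 note: 0% = DMSO wells and 100% = biotin wells as full block of FRET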
Target sequence (Q9Y5X4 whole entry, looked up): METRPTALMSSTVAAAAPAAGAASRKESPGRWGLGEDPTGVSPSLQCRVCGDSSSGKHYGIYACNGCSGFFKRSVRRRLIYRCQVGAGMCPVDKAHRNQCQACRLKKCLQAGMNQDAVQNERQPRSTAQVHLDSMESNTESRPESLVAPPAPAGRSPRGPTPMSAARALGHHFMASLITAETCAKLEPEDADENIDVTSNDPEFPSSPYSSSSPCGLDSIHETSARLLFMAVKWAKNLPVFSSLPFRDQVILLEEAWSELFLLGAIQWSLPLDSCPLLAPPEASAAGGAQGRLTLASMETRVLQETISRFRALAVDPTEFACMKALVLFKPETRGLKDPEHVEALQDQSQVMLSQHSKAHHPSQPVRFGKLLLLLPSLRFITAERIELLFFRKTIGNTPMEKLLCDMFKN
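Assay system: NR2E3–RetCOR corepressor complex. Quantity: 1.35 nM GST-NR2E3. Buffer or medium: pH 7.5 Tris-based buffer. Reagent: biotinylated RetCOR corepressor at 7 nM final. Schedule: 5 h at 4 °C. Detection: TR-FRET, emission read at 617 and 671 nm. Replicates: one well per compound, singlicate testing.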
Peg3 promoter: Peg3 promoter-driven luciferase inhibitors, primary screen, cell-based, HeLa, luciferase luminescence. HeLa PEG-Prom luciferase reporter, overnight. actives 1.7% (n = 360,000). inhibition, % at 20 µM. AID 588405, 2011;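 active = inhibition of at least 50% at 20 µM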
KKLEB cytotox: cytotoxicity in KKLEB CF airway cells, primary screen, cytotoxicity control for CF NF-kB inhibitor project, cell-based, uHTS, fluorescence assay plates | KKLEB CF airway cells viability, ATPlite luminescence, overnight; active compounds read low; cells stimulated with P. aeruginosa culture filtrate | activity change (cytotoxicity), % at 5 µM | actives 0.36% (n = 360,000) | AID 602141, 2011;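 active = corrected activity change at or below -50% at 5 µM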
Shn3 3UTR inh: reduction of Shn3 3'UTR firefly luciferase signal, primary screen, Schnurri-3 inhibitor project, cell-based, Clone20 osteoblasts, set 2 | Clone20 osteoblast Shn3 3'UTR firefly luciferase, 24 h | inhibition, % at 12.5 µM | actives 0.52% (n = 360,000) | AID 588674, 2011;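 active = mean inhibition of at least 75% with every replicate also reaching 75%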;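 note: 0% = median of neutral control wells and 100% = pilot-screen positive control compound; some compounds past the cut are filed as inactive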
TRPM1 prom inh: inhibitors of MITF-dependent TRPM1 promoter reporter, primary screen, cell-based, SK-MEL-5, single point, luciferase | SK-MEL-5 TRPM1 promoter luciferase, 24 h | inhibition, % at 12.5 µM | actives 0.83% (n = 330,000) | AID 488899, 2010;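 active = mean inhibition across replicates of 60% or more, whatever share of single replicates reaches that level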; note: values of inactives mirror those of a sister screen read the other way
TROY signal inh: inhibitors of TROY-driven NF-kB signaling, primary screen, Q293 LMP1-TROYcd cells, NF-kB luciferase, uHTS. Q293 LMP1-TROYcd NF-kB luciferase reporter, 4 h. inhibition, % at 10 µM. actives 0.98% (n = 360,000);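 active = compounds whose plate-normalised and pattern-corrected inhibition of the luciferase reporter signal at the single screening dose is 50% or more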
NR2E3 ag-2: NR2E3 agonists in two-hybrid cells, primary screen, cell-based, luminescence, CHO-S, Gal4-NCOR/VP16-NR2E3 | actives 0.35% (n = 360,000) | Photoreceptor-specific nuclear receptor (Homo sapiens), Q9Y5X4 | AID 602229, 2012 | luciferase | inhibition of corepressor binding, % at 3.98 µM;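 active = inhibition above the mean of all tested compounds plus 3 SD, cut at about 70% in these data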;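 note: 0% = DMSO with NR2E3 transfected cells and 100% = cells lacking NR2E3 construct; higher means lower luciferase signal from less NR2E3 corepressor binding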
HIF-2a inh: HIF-2a reporter inhibitors, primary screen, luminescence, 786-0 RCC cells. actives 0.72% (n = 360,000). inhibition, % at 18.8 µM. 786-0 RCC cells HIF-2a reporter, luciferase luminescence, overnight;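 active = inhibition of the luminescence signal of 40% or more relative to plate controls, in a single-dose primary screen at 18.75 µM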
Active calls of the source: *; nt = no result given. This is a subset; the hit share may differ from the screen's.

Every second line gives: CF NFkB inh	C8 TRAIL sens	TWEAK-Fn14 inh	NR2E3 ag-1	Peg3 promoter	KKLEB cytotox	Shn3 3UTR inh	TRPM1 prom inh	TROY signal inh	NR2E3 ag-2	HIF-2a inh
[1] CC(C)[C@H](NC(=O)c1ccccc1)C(=O)OCC(=O)NCCC1=CCCCC1
  3	-12	7	-1	0	4	-29	-5	-5	-8	14
[2] Cc1ccc2nc(SCC3CCCCO3)[nH]c2c1 (stereo unspecified)
  14	22	71*	2	-12	1	nt	6	33	-140	-63
[3] Oc1c(Br)cc(Br)cc1C=NCc1ccccc1
  36	-20	26	-2	33	12	-18	5	-2	0	8
[4] O=S(=O)(Nc1cccc(-c2ccc(N3CCCCCC3)nn2)c1)c1ccc(C(F)(F)F)cc1
  14	14	2	-5	-171	-10	-98	-73	37	-33	-178
[5] OC(CN1CCOCC1)Cn1c(-c2cccc(Cl)c2)nc2ccccc21 (stereo unspecified)
  -4	12	15	1	-6	-1	11	-3	-14	3	-11
[6] O=S(=O)(c1ccccc1)N1CCN(Cc2c(O)ccc3ccccc23)CC1
  18	-5	16	nt	-1	4	-41	6	25	-23	17
[7] CC(C)(C)NC(=O)c1cc(Cl)ccc1[N+](=O)[O-]
  4	-1	6	3	1	3	-13	4	0	-15	11
[8] CCOC(=O)C(=NC(C)CC)NNc1ccc(Br)cc1 (stereo unspecified)
  8	0	-30	-1	-3	2	-1	-6	-34	-9	-1
[9] C=CCn1c(O)c(N=NC(=S)Nc2ccc(OC)cc2)c2ccccc21
  5	22	-3	3	22	2	45	20	-5	38	16
[10] C=CCn1c(=O)c2c(C)c(C)sc2n2c(Nc3ccccc3)nnc12
  -32	-19	-2	4	26	10	8	0	-2	10	14
[11] CC(=O)NCCNc1nc2cc(-c3ccccc3)sc2c(=O)n1C
  -18	-20	-6	nt	-4	4	-18	nt	-8	4	-23
[12] Cc1cccc(CSc2nnc([C@@H]3CCCN3C(=O)OC(C)(C)C)o2)c1
  -3	4	0	3	19	-12	13	-2	-10	-22	8
[13] CCNC(=O)/C=C/c1ccccc1[N+](=O)[O-]
  8	-5	5	1	2	-8	-3	-7	-4	-6	11
[14] O=C(O)CCN(Cc1ccccc1)S(=O)(=O)c1ccccc1Cl
  1	-16	2	nt	6	7	-2	8	-7	9	12
[15] COc1ccc(S(=O)(=O)N2CCCCC2)cc1NC(=O)c1[nH]c(C)c(C(C)=O)c1C
  -99	5	-4	nt	-7	-1	4	29	-20	-11	-110
[16] Cc1cc(OCCn2cncn2)ccc1[N+](=O)[O-]
  18	-6	-38	-1	-7	-4	7	-3	-12	21	13
[17] CC(C)CNC(=S)N1CCC(C(=O)c2ccc(Cl)cc2)CC1
  18	3	16	nt	4	-1	28	nt	22	24	4
[18] CCn1c(C)c(C(C)=O)c(N2CCN(c3ccc(F)cc3)CC2)nc1=S
  -6	-5	-19	0	7	4	-1	-3	-11	1	13
[19] COc1ccc(-c2cc(-c3cccs3)c(C#N)c(SCC(=O)NCc3ccccc3OC)n2)cc1
  9	-9	-17	1	7	0	-12	-12	-19	-2	16
[20] Cc1cccc(NC(=O)CN2CCN(C(=O)CNC(=O)c3ccc(-c4ccccc4)cc3)CC2)c1C
  29	20	35	nt	19	-27	64	nt	30	20	-7
[21] CCOC(=O)C1CCN(CC(=O)c2c(C)[nH]c3ccccc23)CC1
  4	-3	5	-1	-5	16	-4	2	-5	-19	7
[22] COc1cc2nc(C3CCC3)n(NC(=O)C3CCC(OC)CC3)c(=O)c2cc1OC (stereo unspecified)
  1	-1	9	2	8	6	-13	5	-15	-15	1
[23] CCCOc1ccc(N2C(=O)CC(N3CCC(O)(c4cccc(C(F)(F)F)c4)CC3)C2=O)cc1 (stereo unspecified)
  3	-6	16	4	11	2	22	-2	9	28	5
[24] Cc1ccc(/C=N/NC(=O)C(=O)N/N=C/c2ccc(C)o2)o1
  0	12	13	-2	-17	4	-15	-3	12	-13	14
[25] COc1ccc(-c2ccc3[nH]c4c(c3c2)CCN2C(=O)[C@@H]([C@H](C)O)[C@@H](N(C)C(=O)Nc3ccccc3)C[C@@H]42)cc1
  13	11	-7	nt	41	-5	22	nt	16	-7	-61
[26] O=C(COC(=O)C12CC3CC(CC(C3)C1)C2)NCc1ccco1
  4	2	33	-1	3	-5	7	10	2	-8	15
[27] CN1CCC(N(C)C(=O)c2ccccc2Nc2ccc(SC(F)F)cc2)CC1
  8	-5	-9	0	-17	-1	-23	-16	-74	-37	-18
[28] CC(=O)c1ccccc1C(=O)N1CCCC(CNC(=O)c2ccc(F)cc2)C1 (stereo unspecified)
  -28	0	3	nt	-9	12	-3	nt	-19	-34	-28
[29] Cc1cc(S(=O)(=O)N2CCOCC2)ccc1OCC(=O)NCC1CCCO1 (stereo unspecified)
  -8	15	19	-1	-3	-2	17	3	-3	-30	3
[30] Cc1cc2nc(C)c(Cc3ccccc3)c(=O)n2[nH]1
  6	-5	-81	-2	5	10	-8	2	8	13	25

Overlap with the part before: 2 entries, then new ones.
Every second line gives: CF NFkB inh	C8 TRAIL sens	TWEAK-Fn14 inh	NR2E3 ag-1	Peg3 promoter	KKLEB cytotox	Shn3 3UTR inh	TRPM1 prom inh	TROY signal inh	NR2E3 ag-2	HIF-2a inh
[29] Cc1cc(S(=O)(=O)N2CCOCC2)ccc1OCC(=O)NCC1CCCO1 (stereo unspecified)
  -8	15	19	-1	-3	-2	17	3	-3	-30	3
[30] Cc1cc2nc(C)c(Cc3ccccc3)c(=O)n2[nH]1
  6	-5	-81	-2	5	10	-8	2	8	13	25
[31] Cc1ccc(Cn2c(=N)c(C(=O)NC3CCCC3)cc3c(=O)n4ccccc4nc32)cc1
  -23	6	-39	0	-13	-7	0	6	-7	-14	-13
[32] O=C(NCc1cccnc1)C12CC3CC(CC(Cl)(C3)C1)C2
  3	-6	5	4	5	-5	-12	3	4	-12	6
[33] COc1ccc(C(=O)NC(=S)Nc2cccc(NC(=O)c3ccco3)c2)cc1[N+](=O)[O-]
  8	4	-26	-2	4	-15	12	-6	8	-20	19
[34] O=C1CCC(C(=O)N2CCCC(N3CCN(c4cccc(C(F)(F)F)c4)CC3)C2)=NN1 (stereo unspecified)
  12	9	-2	1	12	-3	-5	11	-7	-11	6
[35] Cc1nn(S(=O)(=O)N(C)C)c(C)c1CN1C(=O)c2ccccc2C1=O
  4	-30	-7	2	-6	2	23	3	-1	-15	9
[36] O=C(Cc1cccs1)Nc1ccc(S(=O)(=O)N2CCCC2)cc1
  -2	1	-8	1	1	6	-13	-12	-7	-8	1
[37] CC1CCN(C(=O)c2ccccc2NC(=O)c2cccs2)CC1
  -4	2	1	2	18	6	-2	8	4	-3	8
[38] CCc1n(CC(O)COCc2ccccc2)c2ccccc2[n+]1C (stereo unspecified)
  14	10	14	0	19	-14	-13	-11	15	-3	9
[39] Nn1c(SCC(=O)Nc2ccc(N3CCOCC3)cc2)nnc1C1CC1
  8	6	0	nt	-10	2	-1	-3	-9	-10	-7
[40] CCOC(=O)c1ccc(NC(=O)CSc2nnc(-c3ccncc3)n2C)cc1
  7	-3	-13	1	-23	-12	-23	-9	-22	-8	-45
[41] CCOc1ccc(S(=O)(=O)N2CCC(C(=O)OCc3ccc(OC)cc3)CC2)cc1
  -16	-11	5	4	18	13	-4	4	16	3	10
[42] NC(=O)N=Nc1c(O)n(Cc2ccccc2)c2ccc(Br)cc12
  2	-3	-26	nt	8	-21	-3	6	-5	17	18
[43] O=C(NCc1ccco1)C1CCN(C(=O)c2cc3sccc3n2Cc2ccc(F)cc2)CC1
  5	7	19	0	5	-4	51	1	1	0	-7
[44] CCC(C)n1c(SCC(=O)NC(=O)Nc2ccc3c(c2)OCCO3)nc2ccccc2c1=O (stereo unspecified)
  14	0	-33	1	13	-15	6	1	-14	-5	3
[45] COc1ccc(NC(=S)N2CCN(S(=O)(=O)c3ccc(C)cc3)CC2)cc1
  -10	7	-3	3	9	10	14	-3	6	-7	7
[46] Cc1c(C(=O)N2CCN(c3ccccc3F)CC2)oc2c1C(=O)CC(C)(C)C2
  12	11	2	0	-5	6	-2	-8	4	7	8
[47] COc1cc(OC)c(OC)cc1CNC(=O)c1ccc(S(=O)(=O)N2CC(C)OC(C)C2)cc1 (stereo unspecified)
  -1	3	-1	4	6	0	4	2	7	8	10
[48] CCCCSc1nc2ccc(Nc3nc(N4CCOCC4)nc(N4CCOCC4)n3)cc2s1
  12	19	-9	-3	-4	-7	20	-12	3	0	-20
[49] O=C(Oc1nsnc1N1CCOCC1)N(c1ccccc1)c1ccccc1
  -9	1	-11	3	22	10	-2	1	-1	-3	18
[50] O=c1[nH]ncc(NCCc2ccccc2)c1Cl
  -2	3	5	-2	4	-22	-3	22	13	-4	6
[51] O=C(COC(=O)c1cc(F)c(F)cc1Cl)NC1CC1
  4	5	-5	2	-5	1	9	5	-2	5	11
[52] COc1ccc(C2(O)CN(c3ccccc3)C3=[N+]2CCS3)cc1OC (stereo unspecified)
  4	11	-16	2	21	16	0	-5	7	-19	1
[53] CC(C)CCOc1ccc(CO[C@@H]2[C@H]3OC(C)(C)O[C@H]3O[C@@H]2C(O)CO)cc1 (stereo partly specified)
  -17	6	14	0	17	5	12	nt	2	-13	12
[54] CCN1CCN(CNC(=O)c2cnccn2)CC1
  0	12	4	2	2	-2	6	3	-8	5	23
[55] Cn1ncc2c(=S)nc(Cl)[nH]c21
  13	-2	4	nt	15	2	10	-7	3	9	-5
[56] Cc1ccsc1/C=C1/C(=O)NN(c2ccccc2)C1=O
  0	7	-25	-1	-9	3	3	-10	-78	5	-6
[57] CC(=O)N1CCc2c(sc3c2c(=O)n(Cc2ccccc2)c(=O)n3CC(=O)NCC2CCCO2)C1 (stereo unspecified)
  -8	-24	3	-2	8	-1	-26	nt	-5	5	10
[58] O=C(OCC#CCSc1nnc(-c2cccc3ccccc23)o1)c1ccc(Br)cc1
  -8	0	-8	nt	-55	4	2	-8	-9	-16	-36
[59] Cc1cccc(NC(=O)c2nc[nH]c2C(=O)N(C)Cc2ccccc2)c1
  -20	-14	-9	3	-70	-13	-28	-20	-43	-27	-112
[60] CCc1nc2oc3ccccc3c(=O)c2c(=O)n1CCOC
  4	-4	2	3	9	-4	8	10	-20	-32	-6
[61] CCCCc1nc(SCc2ccc([N+](=O)[O-])cc2)n[nH]1
  -16	2	6	0	-14	8	nt	4	0	-12	10

Bioassay records from PubChem.
